High-throughput results as filed in PubChem BioAssay.
BoNT F protease: inhibitors of Botulinum neurotoxin F light chain protease; inhibition, % at 10 µM; Multiplex microsphere protease cleavage assay, flow cytometry; AID 588497; 360,000 tested, 0.22% active; in the data active = inhibition above about 35%, passing the limit was not always enough; inconclusive = no clear call, values can overlap the other calls; also: plate controls were buffer without enzyme for full effect and enzyme alone for no effect
PfHsp40 rescue: compounds rescuing yeast from Plasmodium falciparum HSP40 toxicity; growth rescue, % at 12.5 µM; S. cerevisiae expressing PfHsp40, growth rescue, ATP luminescence; 340,000 tested, 0.68% active; AID 504582; in the data active = growth rescue above about 28%, passing the limit was not always enough; inconclusive = no clear call, values can overlap the other calls;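 also: yeast W303a lacking pdr1 and pdr3 grown in galactose medium; growth measured after three days at 30 °C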
PrPC TRFRET: inhibitors of human cell surface prion protein PrPC; 370,000 tested, 0.43% active; AID 720596; inhibition, % at 13.8 µM; TR-FRET read-out; in the data active = inhibition above about 24%; also: 0% = median of the test wells and 100% = reference compound wells
CCHF vOTU inh: blocks the CCHF virus ovarian tumor domain protease | CCHFV vOTU protease, Pep-AMC fluorescence | inhibition, % at 11.5 µM | 370,000 tested, 0.55% active | AID 651958; in the data active = inhibition above about 30%; also: 0% = vehicle wells with enzyme and 100% = no enzyme wells
BoNT-A LC inh2: BoNT A light chain protease inhibition; inhibition, % at 10 µM; 360,000 tested, 0.17% active; multiplex microsphere protease substrate cleavage, flow cytometry; AID 588499; also: plate controls were buffer without enzyme for full effect and enzyme alone for no effect
FadD28 FP inh: inhibitors of Mycobacterium tuberculosis FadD28 bisubstrate binding | AID 588549 | FadD28 bisubstrate probe binding, fluorescence polarization | inhibition, % at 12.5 µM | 360,000 tested, 0.22% active; in the data active = inhibition above about 8.5%, passing the limit was not always enough; inconclusive = no clear call, values can overlap the other calls
Y pestis TopoI: Y. pestis Topo-I inhibition via cleavage products; Y. pestis Topo-I cleavage product accumulation, plate reader; activity, % at 10 µM; 360,000 tested, 0.064% active; in the data active = activity above about 50%, passing the limit was not always enough; inconclusive = no clear call, values can overlap the other calls; also: inactives centre near 2
TcdB inh: inhibitors of Clostridioides difficile toxin B glycohydrolase | TcdB glycohydrolase enzymatic assay, plate reader | inhibition, % at 9.99 µM | 350,000 tested, 0.24% active; in the data active = inhibition above about 10%
Anthrax LF prot: inhibitors of Bacillus anthracis lethal factor protease; multiplex microsphere protease cleavage assay, LF; AID 588501; inhibition, % at 10 µM; P15917; 360,000 tested, 0.12% active; also: plate controls were buffer without enzyme for full effect and enzyme alone for no effect
Target sequence (P15917 whole entry, looked up): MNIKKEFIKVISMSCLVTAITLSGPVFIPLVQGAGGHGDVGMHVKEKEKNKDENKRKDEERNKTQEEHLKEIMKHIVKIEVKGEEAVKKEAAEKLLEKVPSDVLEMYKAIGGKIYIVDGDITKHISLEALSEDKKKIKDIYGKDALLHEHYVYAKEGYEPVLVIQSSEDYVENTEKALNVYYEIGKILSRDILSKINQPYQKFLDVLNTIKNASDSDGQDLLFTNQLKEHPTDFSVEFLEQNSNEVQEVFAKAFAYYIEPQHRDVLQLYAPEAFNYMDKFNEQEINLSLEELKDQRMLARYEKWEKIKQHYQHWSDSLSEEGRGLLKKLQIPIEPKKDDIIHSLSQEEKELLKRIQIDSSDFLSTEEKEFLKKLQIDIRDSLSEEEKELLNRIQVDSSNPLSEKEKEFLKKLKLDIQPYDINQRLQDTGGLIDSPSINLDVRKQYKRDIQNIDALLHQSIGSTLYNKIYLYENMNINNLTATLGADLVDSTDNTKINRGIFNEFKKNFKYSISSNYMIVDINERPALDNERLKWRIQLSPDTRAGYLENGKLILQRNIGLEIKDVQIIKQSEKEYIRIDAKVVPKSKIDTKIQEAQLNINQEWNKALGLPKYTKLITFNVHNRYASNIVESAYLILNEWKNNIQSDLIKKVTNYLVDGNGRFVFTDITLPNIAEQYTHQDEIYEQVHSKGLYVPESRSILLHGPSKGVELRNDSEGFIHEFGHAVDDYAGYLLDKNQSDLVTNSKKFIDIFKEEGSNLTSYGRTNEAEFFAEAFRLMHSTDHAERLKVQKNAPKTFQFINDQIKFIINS
Starred values were filed as active, the others as inactive; ? = inconclusive; · = no result given. Rule as the data show it, unless noted: active = inhibition above about 30%; inconclusive = no clear call, values can overlap the other calls; inactive = below that.

The opening seven entries, to show the layout:
SMILES	BoNT F protease	PfHsp40 rescue	PrPC TRFRET	CCHF vOTU inh	BoNT-A LC inh2	FadD28 FP inh	Y pestis TopoI	TcdB inh	Anthrax LF prot
O=S(=O)(Nc1ccc2nc(-c3ccco3)[nH]c2c1)c1ccccc1	-2	2.7	6	3	-0.7	-2.0	-3	·	0
CCOC(=O)C1CCN(C(=O)c2cccc(NC(=O)C(CC)CC)c2)CC1	-10	0.8	-1	-9	-0.4	-2.8	0	·	0
CC(C)(O)c1[nH]c2cc(C(F)(F)F)ccc2c1C(C)(C)O	-5	-0.6	5	15	-0.3	0.5	12	0.9	-10
C=CCOc1ccc(/C=C2\SC(N)=NC2=O)cc1OC	-2	2.5	-47	12	1.2	0.8	-4	-1.0	9
COc1ccc(C(=O)Nc2ccc(O)c3ccccc23)cc1OC	?	-0.3	-13	6	-2.0	0.1	1	-14	-1
COC(=O)c1ccc(CN2CCC(Oc3cccc(C(=O)N4CCOCC4)c3)CC2)cc1	1	2.4	-7	11	-0.8	1.9	20	1.2	-3
S=C(c1ccc(Br)cc1)N1CCCC1	-28	-0.9	16	14	0.6	-0.6	2	-0.6	-2

The listing, from the first entry:
SMILES	BoNT F protease	PfHsp40 rescue	PrPC TRFRET	CCHF vOTU inh	BoNT-A LC inh2	FadD28 FP inh	Y pestis TopoI	TcdB inh	Anthrax LF prot
O=S(=O)(Nc1ccc2nc(-c3ccco3)[nH]c2c1)c1ccccc1	-2	2.7	6	3	-0.7	-2.0	-3	·	0
CCOC(=O)C1CCN(C(=O)c2cccc(NC(=O)C(CC)CC)c2)CC1	-10	0.8	-1	-9	-0.4	-2.8	0	·	0
CC(C)(O)c1[nH]c2cc(C(F)(F)F)ccc2c1C(C)(C)O	-5	-0.6	5	15	-0.3	0.5	12	0.9	-10
C=CCOc1ccc(/C=C2\SC(N)=NC2=O)cc1OC	-2	2.5	-47	12	1.2	0.8	-4	-1.0	9
COc1ccc(C(=O)Nc2ccc(O)c3ccccc23)cc1OC	?	-0.3	-13	6	-2.0	0.1	1	-14	-1
COC(=O)c1ccc(CN2CCC(Oc3cccc(C(=O)N4CCOCC4)c3)CC2)cc1	1	2.4	-7	11	-0.8	1.9	20	1.2	-3
S=C(c1ccc(Br)cc1)N1CCCC1	-28	-0.9	16	14	0.6	-0.6	2	-0.6	-2
Cc1cc(C)nc(Nc2cccc3ccccc23)n1	-6	2.4	-10	-10	-1.3	-1.9	-6	2.2	-7
CCC(C)(C)NC(=O)C(c1ccc(F)cc1)N(Cc1ccco1)C(=O)c1cnccn1 (stereo not given)	-5	-1.8	-3	2	1.0	1.4	-3	·	-2
O=C(Nc1ccc(OC(F)F)cc1)c1cc[n+]([O-])cc1	-26	0.3	-15	29	-0.3	-3.9	-12	-7.1	-18
CC1N(C)c2cc(NC(=O)c3ccco3)c(P(=O)(Nc3ccc([N+](=O)[O-])cc3)N3CCOCC3)cc2C1(C)C (stereo not given)	-18	1.9	-1	7	0.0	-4.9	28	0.7	-7
CCSCCOC(=O)C1=C(C)NC(=O)NC1c1ccccc1 (stereo not given)	-4	0.3	-8	-6	-0.4	1.3	7	-3.5	-4
Cc1ccc(C(=O)NCC(=O)N(C)CC(=O)Nc2ccccc2Br)s1	-3	0.8	4	-7	-0.5	-1.7	-1	0.2	-7
CC(C)(C)c1csc(NNC(=O)c2ccc(Cl)cc2)n1	-6	-1.8	7	-5	0.1	-2.0	-8	-0.5	-2
COc1cc(C(c2c(C)[nH][nH]c2=O)c2c(C)[nH][nH]c2=O)cc(OC)c1OC	-7	0.1	-2	-3	-0.5	-3.7	-15	-1.7	-9
O=S(=O)(c1c(F)cccc1F)N1CCCC2CCCCC21 (stereo not given)	-8	0.3	-18	10	-0.7	-2.0	18	0.1	0
O=C(NCc1cccnc1)c1ccccc1NS(=O)(=O)c1ccccc1	2	0.0	-5	-2	-2.1	-0.8	-5	0.7	2
Cc1nc(NCC(c2ccccc2)N(C)C)c2c(C)c(C)sc2n1 (stereo not given)	-6	0.7	2	1	-1.5	-2.9	5	-0.4	-4
Cc1nnc(N=c2ssnc2Cl)o1	-1	362*	5	-4	-0.2	1.4	8	-0.1	-6
CN(CCCCCCCCCCN(C)C(=O)Oc1cccc([N+](C)(C)C)c1)C(=O)Oc1cccc([N+](C)(C)C)c1	6	0.8	7	-5	0.7	1.4	-8	0.0	-12
CN(C)CCCOc1cccc(Oc2ccccc2)c1	0	0.4	6	-7	-0.6	-1.9	-7	-0.2	-1
CCOC(=O)NN1C(=O)c2ccccc2NC1c1ccc(N(C)C)cc1 (stereo not given)	5	0.6	-3	-9	0.1	-4.4	4	·	0
O=C1C(=Cc2ccccc2Cl)CCc2ccccc21	-3	·	1	10	-0.7	-2.4	·	-4.8	1
CNc1nc(Sc2ccc(C)cc2)cc(C(F)(F)F)n1	-7	0.2	2	15	-1.3	0.1	5	·	-3
Cc1ccccc1C(=O)NC(=S)Nc1ccc(Oc2ccc(Cl)cc2)cc1	-8	-1.1	2	1	-0.5	-1.9	-1	·	1
SMILES	BoNT F protease	PfHsp40 rescue	PrPC TRFRET	CCHF vOTU inh	BoNT-A LC inh2	FadD28 FP inh	Y pestis TopoI	TcdB inh	Anthrax LF prot
O=C(NCCc1ccc(Cl)cc1)c1ccc2nc(N3CCOCC3)sc2c1	-2	-1.2	3	-10	0.3	-2.2	20	0.8	-2
OC(C#CCN1CCCC1)(c1ccccc1)c1cccc(F)c1 (stereo not given)	-10	-1.4	5	-3	0.0	-0.9	4	·	0
CSC[C@H]1CN(Cc2cccnc2)C(=O)[C@@H]1CC(=O)Nc1ccc(Br)cc1	-5	·	-6	-3	-0.2	-5.1	12	0.3	-4
COC(=O)c1ccc(C)c(NC(=O)CCc2cc(OC)c(OC)c(OC)c2)c1	-5	-1.3	13	-4	0.6	-2.4	-1	·	-1
O=C1CC(c2cccnc2)c2cc3c(cc2N1)OCO3 (stereo not given)	-5	-0.3	7	-2	0.2	-2.1	-2	-7.7	3
CCCNC(=O)c1onc(CS(=O)(=O)c2cccc(OC)c2)c1C(=O)NCCC	-2	0.1	5	3	-0.2	1.1	13	0.8	7
Cn1nc(C(F)(F)F)c(-c2ccccc2)c1NC(=O)CSCC(=O)O	?	8.9	7	-7	-5.3	-0.9	3	1.3	10
Cn1nc(C(C)(C)C)cc1C(=O)N1CCCC(C)(C(=O)NS(=O)(=O)C2CC2)C1 (stereo not given)	0	·	5	-5	-0.4	-0.5	4	-0.9	-2
CC1CCCN(C(=O)c2ccccc2OC2CCN(S(C)(=O)=O)CC2)C1 (stereo not given)	-4	-3.7	3	-12	-0.6	-0.7	-1	2.0	-1
Cc1ccc(S(=O)(=O)NNC(=O)CCC(=O)Nc2ccccc2)cc1	5	0.1	-3	3	0.2	-0.9	-1	·	0
COc1cc(O)c(C(CCN2CCCC(C)C2)c2ccc3c(c2)OCO3)c(OC)c1 (stereo not given)	-8	1.0	-15	5	0.1	-1.4	-5	0.4	-2
O=C(COc1ccccc1F)Nc1ccc(S(=O)(=O)NCc2ccco2)cc1	?	0.3	4	7	-0.6	-6.7	17	·	-2
CC(c1ccccc1)N1C(=O)c2ccc(C(=O)Nc3ccc(Br)cc3C(=O)O)cc2C1=O (stereo not given)	-2	1.3	-3	0	1.5	2.5	4	0.0	-1
CCOc1ccc(NC(=O)NCc2cccnc2)cc1	0	-0.5	2	-4	-0.2	-0.4	0	1.0	1
CCCCc1c(C)[nH]c(=S)[nH]c1=O	?	1.1	4	9	-7.3	-3.6	6	0.5	-5
Cc1ccc(NC(=O)C2C3C=CC(O3)C2C(=O)O)cc1C (stereo not given)	16	-0.4	-3	-14	-1.6	-0.5	3	0.1	-8
CC1(C(=O)NS(=O)(=O)c2cccc(F)c2)CCN1C(=O)CCc1ccc(Cl)cc1Cl (stereo not given)	-4	·	-2	1	-0.6	-3.4	5	-1.4	-1
COC(=O)C(C)Oc1ccc2c(c1)O/C(=C\c1cccc(Br)c1)C2=O (stereo not given)	19	18	0	-1	0.4	-0.3	6	-0.1	2
CNc1nc(SCC(=O)OC)nc(N2CCOCC2)n1	0	0.3	2	6	0.2	-0.7	7	·	2
CCn1nc(C(=O)NNC(=O)c2ccccc2OCc2c(C)noc2C)c2ccccc2c1=O	-5	0.2	-3	-4	0.2	0.0	17	0.9	-3
O=C(NCCCN1CCCC1=O)Nc1ccc([N+](=O)[O-])cc1	11	-2.2	-9	-4	-3.1	·	1	-0.7	-4
COc1ccc(S(=O)(=O)N(CC(=O)Nc2ccccc2C(=O)N2CCOCC2)c2ccc(F)cc2)cc1	-4	-0.3	3	5	0.6	-2.7	11	-1.9	-2
O=C(NC1CCCCCC1)C1CCN(S(=O)(=O)c2ccccc2)CC1	0	-0.4	-1	-7	-0.8	0.2	3	·	-6
Cc1ccc(OC(C)C(=O)N2CCc3ccccc32)c([N+](=O)[O-])n1 (stereo not given)	-5	·	-5	3	0.5	0.3	7	0.8	3
Cc1ccc(NC(=O)N2CCCC2C(=O)Nc2c(C)cc(C)cc2C)cc1 (stereo not given)	7	0.3	5	-1	0.9	-4.3	3	0.1	0

Limited to Y pestis TopoI, BoNT F protease and BoNT-A LC inh2, for some of the entries so far:
SMILES | Y pestis TopoI | BoNT F protease | BoNT-A LC inh2
CSC[C@H]1CN(Cc2cccnc2)C(=O)[C@@H]1CC(=O)Nc1ccc(Br)cc1 | 12 | -5 | -0.2
O=C(NC1CCCCCC1)C1CCN(S(=O)(=O)c2ccccc2)CC1 | 3 | 0 | -0.8
COc1cc(O)c(C(CCN2CCCC(C)C2)c2ccc3c(c2)OCO3)c(OC)c1 (stereo not given) | -5 | -8 | 0.1
O=C(NCCc1ccc(Cl)cc1)c1ccc2nc(N3CCOCC3)sc2c1 | 20 | -2 | 0.3

Continued.
SMILES	BoNT F protease	PfHsp40 rescue	PrPC TRFRET	CCHF vOTU inh	BoNT-A LC inh2	FadD28 FP inh	Y pestis TopoI	TcdB inh	Anthrax LF prot
O=C(/C=C/c1ccccc1)NC(=S)Nc1ccccc1O	-8	-0.6	-10	-2	-2.7	-5.1	-5	1.8	-7
CCCc1nc(SC2CCCC2)c2c(=O)n(C)c(=O)n(C)c2n1	0	0.4	7	5	0.6	-1.7	4	0.9	-4
Cc1c(Cl)c(C(=O)NC2CCCC2)nn1C	-7	-1.7	6	14	-0.2	-4.4	2	·	3
O=C(/C=C/c1ccc(F)cc1)Nc1cc(S(=O)(=O)N2CCOCC2)ccc1N1CCCC1	-18	1.1	-6	2	-0.5	-0.4	2	·	-4
O=c1oc(-c2cccs2)nc2sc3c(c12)CCC3	-4	-0.7	-1	2	0.3	-0.9	3	1.0	3
CCOC(=O)CNc1nc(Cl)nc(Nc2ccc(OC)cc2OC)n1	6	0.9	-10	-5	-1.2	1.0	-2	0.9	-14
Cc1ccc(Cc2c(-c3ccc(C)cc3)nc3c(Cl)cc(C(F)(F)F)cn23)cc1	10	·	·	·	4.3	0.5	·	·	12
CC12CN3CC(C)(CN(C1)C3c1ccc3ccccc3c1O)C2=O (stereo not given)	3	1.8	-3	8	0.1	-3.5	6	0.1	-1
O=C(/C=C/c1ccncc1)c1ccc2c(c1)OCCO2	-4	1.0	0	-7	-0.5	-2.1	7	2.7	-13
Cc1cc(C)cc(NC(=O)CCc2c(C)nn(-c3ccc(N4CCCCC4)nn3)c2C)c1	3	6.3	2	9	0.5	-1.5	17	0.0	-2
O=[N+]([O-])c1ccc(CN2CCN(c3ccc4ccccc4n3)CC2)cc1	2	0.7	2	5	0.1	-2.1	22	-0.1	-2
COc1ccc(N(CC(=O)NC2CCCCC2)C(=O)CCCC(=O)Nc2ccccn2)cc1	4	-0.2	-13	4	-1.0	-1.6	9	0.7	0
Cc1cc(SCC(=O)N/N=C/c2ccccc2C(=O)O)c(C)cc1Br	14	0.2	-2	5	-3.0	-0.8	6	-0.8	-9
CC(C)(C)c1cc(N2CCOCC2)n2ncc(-c3ccc(Cl)cc3)c2n1	1	-0.6	-5	-1	-3.3	0.6	0	0.5	-1

Quoted from the listing.
Entry for O=S(=O)(Nc1ccc2nc(-c3ccco3)[nH]c2c1)c1ccccc1 under CCHF vOTU inh: 3
Entry for Cc1cc(C)cc(NC(=O)CCc2c(C)nn(-c3ccc(N4CCCCC4)nn3)c2C)c1 under PfHsp40 rescue: 6.3

Not a hit list. About 2.3% of those tested had a hit in this group.
